Screening data deposited in PubChem by National Center for Advancing Translational Sciences (NCATS).
SMN2 splice up: SMN2 splice variant enhancement | HEK293 SMN2-luciferase splicing reporter, luminescence, 30-36 h | Potency, µM (series often up to 46.1 µM), for inactives: top-dose activity change, positive = activation, most hits filed as activators | hit rate 2.8% among 210,000; also: % of control where 0% means no effect; nearly all actives have a fitted effect of over 55% in size
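HEK293 cells carry an SMN2 […]–luciferase reporter in which exon 7 inclusion puts luciferase in frame. Cells were plated 10-12 h before compound addition, then incubated 30-36 h at 37C. ONE-Glo luminescence was read; sodium butyrate at 4.5 mM final served as control.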
ALDH1A1 block: ALDH1A1 (human) enzyme inhibition. P00352. Purified ALDH1A1, NADH fluorescence, propionaldehyde substrate. Potency, µM (doses to about 75.3 µM), for the others: at the top dose activity, negative = inhibition, actives largely listed as inhibitors. hit rate 7.3% among 220,000. AID 1030; active = well fitted inhibition curve with a large enough effect, not every such curve was filed as active; inconclusive = small, poorly fitted or top-dose-only effect, or another doubt; inactive = no such curve, though single readings can be large or run the other way;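 also: plate controls were no enzyme wells and a reference inhibitor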
Target sequence (P00352 whole entry, looked up): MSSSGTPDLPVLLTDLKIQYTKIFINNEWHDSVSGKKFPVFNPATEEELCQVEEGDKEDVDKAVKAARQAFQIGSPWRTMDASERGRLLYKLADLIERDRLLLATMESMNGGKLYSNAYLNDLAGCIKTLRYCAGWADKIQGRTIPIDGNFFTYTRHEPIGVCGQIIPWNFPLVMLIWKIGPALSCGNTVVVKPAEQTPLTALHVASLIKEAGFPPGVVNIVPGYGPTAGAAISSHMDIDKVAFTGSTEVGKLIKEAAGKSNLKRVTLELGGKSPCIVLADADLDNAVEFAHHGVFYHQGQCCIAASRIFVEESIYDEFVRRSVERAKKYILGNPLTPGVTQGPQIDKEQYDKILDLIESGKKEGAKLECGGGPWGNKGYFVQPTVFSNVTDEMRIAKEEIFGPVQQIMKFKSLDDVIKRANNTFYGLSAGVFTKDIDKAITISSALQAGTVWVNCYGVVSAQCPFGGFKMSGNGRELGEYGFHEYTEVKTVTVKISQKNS
JMJD2E inh: inhibitors of human JMJD2E histone demethylase | JMJD2E catalytic domain, FDH-coupled NADH fluorescence (FDH is formaldehyde dehydrogenase) | Potency, µM (series often up to 57.1 µM), for inactives: at the top dose activity change, negative = inhibition, usual class: inhibitors | hit rate 1.6% among 230,000 | AID 2147; active = well fitted inhibition curve with a large enough effect, not every such curve was filed as active; inconclusive = small, poorly fitted or top-dose-only effect, or another doubt; inactive = no such curve, though single readings can be large or run the other way;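 also: 0% = wells with enzyme and -100% = buffer wells without enzyme; nearly all actives have a fitted effect of over 50% in size; many of its hits are not listed in these tables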
Target sequence (B2RXH2 1-337 limits assumed): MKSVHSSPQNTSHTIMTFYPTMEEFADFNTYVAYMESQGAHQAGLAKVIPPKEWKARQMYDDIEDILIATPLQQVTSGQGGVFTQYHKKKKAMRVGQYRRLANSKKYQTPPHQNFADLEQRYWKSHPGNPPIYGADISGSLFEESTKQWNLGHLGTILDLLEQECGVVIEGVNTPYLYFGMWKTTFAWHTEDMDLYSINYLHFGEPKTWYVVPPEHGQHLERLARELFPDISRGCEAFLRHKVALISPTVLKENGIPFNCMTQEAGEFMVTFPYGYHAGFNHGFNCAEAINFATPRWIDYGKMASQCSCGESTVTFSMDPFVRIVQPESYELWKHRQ
Tau fluor counter: counter-screen for tau fibril formation inhibitors; hit rate 0.93% among 280,000; tau K18 P301L Alexa594 fluorescence, heparin fibrillization; Potency, µM (series often up to 57.7 µM), for inactives: at the highest dose activity change, negative = decrease; also: % is scaled to controls: 0 for no effect and ±100 for the full control effect; nearly all actives have a fitted effect of over 55% in size
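Human tau K18 P301L (15 uM unlabeled, 0.24 uM Alexa 594-labeled) in 100 mM sodium acetate pH 7 with 20 uM heparin, 6 hr at 37 C. ThT 30 uM added, 1 hr ambient; Alexa 594 FP and total fluorescence read at 555/632 nm.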
Tau fibril FP: tau fibrillization inhibition (FP) | P10636 | K18 P301L tau heparin fibrillization, Alexa594 FP, 6 h | Potency, µM (doses to about 57.7 µM), for inactives: top-dose activity, negative = inhibition, hits mostly inhibitors | hit rate 0.39% among 280,000 | AID 1468; also: % is scaled to controls: 0 for no effect and ±100 for the full control effect; nearly all actives have a fitted effect of over 55% in size
Target sequence (P10636 561-689 P618L limits assumed): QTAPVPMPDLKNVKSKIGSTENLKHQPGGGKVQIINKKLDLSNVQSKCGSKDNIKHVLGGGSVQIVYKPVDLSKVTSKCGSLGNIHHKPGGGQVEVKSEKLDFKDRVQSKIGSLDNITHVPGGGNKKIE
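Human K18 P301L fragment (15 uM unlabeled plus 0.24 uM Alexa 594-labeled) in 100 mM sodium acetate pH 7 with compound, aggregation induced by 20 uM heparin for 6 hr at 37 C. ThT (30 uM) added for 1 hr, then Alexa 594 FP read.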
HTT cytoprotect: cytoprotection in Huntington HTT-Q103 PC12 cell model | PC12 HTT-Q103 induced, cytoprotection, ATP luminescence, 40 h | Potency, µM (series often up to 56.4 µM), for the others: cytoprotection (ATP increase), hits mostly activators | hit rate 0.14% among 230,000 | AID 1471;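 also: % of control where 0% means no effect; nearly all actives have a fitted effect of over 45% in size; toxic huntingtin expression switched on by the ecdysone agonist tebufenozide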
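Readout: ATPlite luminescence (ATP level). Model: stable PC12, inducible Htt exon1 Q103-GFP. Inducer: tebufenozide, 100 nM final. Compounds: dose series. No G418 in medium.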
HTT aggregate: inhibitors of mutant huntingtin aggregate formation in PC12 cells; Potency, µM (series often up to 46.1 µM), inactives show at the top dose activity change, negative = inhibition, usual class: inhibitors; hit rate 1.1% among 220,000; PC12 HttQ103-GFP aggregates, Acumen cytometry, 40 h; also: % is scaled to controls: 0 for no effect and ±100 for the full control effect; nearly all actives have a fitted effect of over 60% in size
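Inducible Q103 Huntingtin exon 1–GFP PC12 line, 1500 cells/well in phenol red free DMEM with 5% equine and 5% calf serum. Tebufenozide 100 nM induced expression; compounds titrated; aggregates quantified by cytometry.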
Tau fibril ThT: inhibitors of human tau fibril formation, thioflavin T binding. P10636. recombinant tau K18 P301L (four-repeat tau fragment), heparin-induced fibrillization, ThT fluorescence. Potency, µM (top dose mostly 57.4 µM), inactives show at the highest dose activity, negative = inhibition, most hits filed as inhibitors. hit rate 2.1% among 270,000; also: % is scaled to controls: 0 for no effect and ±100 for the full control effect; nearly all actives have a fitted effect of over 55% in size
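Heparin-induced (20 uM) aggregation of recombinant human K18 P301L tau, 15 uM unlabeled with 0.24 uM labeled, pH 7 acetate buffer, 6 hr at 37 C with compound. Fibrils quantified by 30 uM ThT fluorescence after 1 hr ambient incubation.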
Active calls of the source: *; ? = inconclusive; . = no result given; & = joins results of further samples; [ ] = another dose, or the depositor's remark. Unless noted, calls follow the shape of the dose curve; as a rule, active = well fitted curve in the direction sought with a large enough effect; inconclusive = small, poorly fitted or top-dose-only effect, or another doubt; inactive = no such curve, though single readings can be large; an effect the other way counts as inactive or inconclusive. Potency is read from the fitted curve at half-maximal effect. The list is partial; count on the stated rates, not on these rows.

The opening 2 records, ahead of the listing:
| mol | SMN2 splice up | ALDH1A1 block | JMJD2E inh | Tau fluor counter | Tau fibril FP | HTT cytoprotect | HTT aggregate | Tau fibril ThT |
| --- | --- | --- | --- | --- | --- | --- | --- | --- |
| CCN1C(=O)c2ccccc2S(=O)c2ccc(C(=O)NCc3ccc(F)cc3)cc21 (stereo not given) | -18% | . | . | -8% | -2% | . | . | -4% |
| COc1ccc(-n2c(=S)[nH]c3cc(C(=O)NC4CCCCC4)ccc3c2=O)c(OC)c1 | -36%[inhibitor] | 0.1µM* | 5% | 2% | 3% | -88%[inhibitor] | -18% | 7% |

Main list (from the top)
| mol | SMN2 splice up | ALDH1A1 block | JMJD2E inh | Tau fluor counter | Tau fibril FP | HTT cytoprotect | HTT aggregate | Tau fibril ThT |
| --- | --- | --- | --- | --- | --- | --- | --- | --- |
| CCN1C(=O)c2ccccc2S(=O)c2ccc(C(=O)NCc3ccc(F)cc3)cc21 (stereo not given) | -18% | . | . | -8% | -2% | . | . | -4% |
| COc1ccc(-n2c(=S)[nH]c3cc(C(=O)NC4CCCCC4)ccc3c2=O)c(OC)c1 | -36%[inhibitor] | 0.1µM* | 5% | 2% | 3% | -88%[inhibitor] | -18% | 7% |
| Cc1cc2c(cc1Cl)C(c1ccc3c(c1)OCO3)CC(=O)O2 (stereo not given) | . | 9% | . | -14%[81.3 µM] | -4%[81.3 µM] | -17% | . | -9%[81.4 µM] |
| Cc1c(C(=O)OC2CCC(C)CC2)[nH]c2c1C(=O)CC(c1ccc(N(C)C)cc1)C2 (stereo not given) | -7% | . | . | -22% | ? | . | . | -15% |
| O=C(OC(C(=O)Nc1cc(Cl)cc(Cl)c1)c1ccccc1)C1=COCCO1 (stereo not given) | 2% | ? | 5% | -28% | ? | -2%[10 µM] | 9% | 7% |
| O=C(COC(=O)C1CC2C=CC1C2)Nc1cccc(S(=O)(=O)N2CCOCC2)c1 (stereo not given) | . | . | -4% | -12% | -5% | -4%[10 µM] | 2%[9.22 µM] | -4% |
| Cc1cc(C)c(C(=O)C[n+]2cccc(C(N)=O)c2)c(C)c1 | . | . | 8% | -20% | -10% | 24%[10 µM] | 20%[9.22 µM] | ? |
| Cc1cc(C)n(-c2cccc(CN(C)Cc3nc(-c4cnccn4)no3)c2)n1 | . | 3% | -6% | -4% | -2% | 7%[10 µM] | -9%[9.22 µM] | -5% |
| CCCN1C(=O)/C(=C/c2cc(C)n(C)c2C)SC1=Nc1ccc(OC)cc1 | -8% | 2µM* | -15% | ? | 17% | -29% | 5% | ? |
| Cc1ccccc1Nc1nc(N)nc(CCl)n1 | . | . | 5% | -10% | 2% | 12%[10 µM] | 4%[9.22 µM] | -16% |
| CNC(=O)CSc1nnc(-c2ccco2)n1-c1ccccc1OC | 17% | 20µM* | -3% | 6% | 6% | -20%[10 µM] | 3% | -4% |
| Oc1cccc(C(=S)N2CCN(Cc3ccccc3)CC2)c1 | -5% | 11µM* | 2% | -13% | -1% | 9%[0.074 µM] | -6% | -14% |
| Cc1ccccc1C1C2=C(Nc3[nH]n(-c4ccccc4)c(=O)c31)c1ccccc1C2=O (stereo not given) | -8% | ? | -11% | ? | -4% | . | -14% | 14µM* |
| CCn1c(SCc2nc3ccccc3c(=O)[nH]2)nnc1-c1cccnc1 | 3% | 3% | 1% | -1% | -5% | 15%[10 µM] | 9% | -1% |
| CSc1ccc(C2C(C(=O)Nc3ccccc3)=C(C)Nc3nc4ccccc4n32)cc1 (stereo not given) | -1% | . | . | ? | 6% | . | . | 18% |
| Cc1cc(C)cc(NC(=S)N=Nc2c(O)n(C)c3ccc(S(=O)(=O)N4CCOCC4)cc23)c1 | -31%[inhibitor] | ? | -7% | ? | ? | 9%[10 µM] | -27% | ? |
| Cc1[nH]n(C2=NCCS2)c(=O)c1N=Nc1ccccc1 | 19% | -7% | 4% | -15% | -3% | -55%[inhibitor] | 10% | ? |
| Cc1ccc(S(=O)(=O)N2CCCN(S(=O)(=O)c3ccc(C)c(C)c3)CC2)cc1C | -16% | ? | 8% | -14% | 7% | -4% | -23% | 0% |
| O=C(/C=C/c1ccco1)N1CCc2ccccc21 | 10µM* | ? | 1% | -11% | -13% | -124%[inhibitor] | ? | ? |
| CC(OC(=O)c1ccncc1)C(=O)Nc1cccc(Cl)c1 (stereo not given) | . | -3% | 1% | -4% | -2% | -8% | 1% | -5% |
| CC1=CC(C)(C)NC(=S)N1c1cc(C)cc(C)c1 | -27% | 3% | 10% | -7% | 7% | -8% | -17% | -10% |
| N[C@@H](C(=O)O)[C@H](CC(=O)O)c1ccc(Cl)cc1 | . | 9% | -5% | -8% | -3% | -20% | . | -11% |
| CN(C)CCCNc1cc(C(C)(C)C)nc2c(-c3ccc(Cl)cc3)cnn12 | . | . | ? | 16µM*[quencher] | 10% | -23%[10 µM] | -19%[9.22 µM] | ? |
| COc1cccc(CC2(CO)CCCN(CC3=Cc4cc(Cl)ccc4OC3)C2)c1 (stereo not given) | . | ? | -7% | -29% | -7% | -16%[10 µM] | -6%[9.22 µM] | ? |
| CC(C)COc1ccc(C(=O)N(Cc2cccc(F)c2)C2CCS(=O)(=O)C2)cc1 (stereo not given) | 1% | . | . | -15% | -3% | . | . | 1% |
| CCOc1ccc2c(c1)c(N=NC(=N)N)c(O)n2C | 9% | 4% | -4% | -9% | 2% | 30%[10 µM] | 21% | ? |
| COc1ccc(/C=C/C(=O)NC(=S)NNC(=O)c2cccs2)cc1OC | . | . | ? | -10% | 2% | 24%[10 µM] | 7%[9.22 µM] | ? |
| CN1CCN(NC(=O)c2cn(-c3ccccc3)nc2-c2cccc(Br)c2)CC1 | -34%[inhibitor] | ? | 8% | -8% | -2% | -25% | 2% | 0% |
| Cc1oc(-c2ccc(Cl)cc2)cc1C(=O)/C(C#N)=C/Nc1ccccc1 | . | ? | 5% | -19% | -6% | 8%[10 µM] | 12%[9.22 µM] | -12% |
| C=CCn1c(N2CCCCCC2)nc2c1c(=O)[nH]c(=O)n2C | -3% | ? | -2% | 1% | -3% | -5%[10 µM] | 8% | 1% |
| CCCCC(c1nnnn1C1CCCC1)N1CCN(C2CCCCC2)CC1 (stereo not given) | -12% | -3% | 1% | 5% | -1% | -3%[10 µM] | -3% | 5% |
| O=C(CCNS(=O)(=O)c1cccc2nonc12)NCc1cccs1 | 11% | 20µM* | -1% | 0% | 5% | -14% | -8% | 6% |
| Cc1cccn2c(=O)c3cc(C#N)c(=NC(=O)c4cccs4)n(CC(C)C)c3nc12 | . | ? | ? | -1% | -6% | -16%[10 µM] | -4%[9.22 µM] | -5% |
| Cc1cc(=O)c(C(=O)O)cn1Nc1ccc(F)cc1 | -2% | 1% | -6% | 2% | 2% | -16% | 9% | -2% |
| NC(N)=N/N=C/c1ccc(Cl)c(Cl)c1 | . | . | -8% | -5% | 2% | 0%[10 µM] | -4%[9.22 µM] | . |
| O=c1c(O)c(-c2ccc(O)cc2O)oc2cc(O)cc(O)c12 | -21%&-9%&-7% | -13%&-5%&-6%&16% | 25µM* | 28µM*[quencher] | ? | ? | -28% | 13µM* |
| Cc1ccc(-c2nc(CS(=O)(=O)CC(=O)N3CCN(c4cccc(C)c4C)CC3)c(C)o2)cc1 | -15% | . | . | -15% | 0% | . | . | ? |
| CC(=O)Nc1ccc(NC(=O)COc2ncnc3ccccc23)cc1 | -2% | 3% | -2% | -5% | 4% | -22% | 16% | -11% |
| Cn1c2c(c(=O)n(C)c1=O)[C@@H]1c3c(ccc4ccccc34)OC[C@@H]1CO2 | -5% | 27% | 3% | -6% | -1% | 6% | 13% | -8% |
| NC(=O)CSc1nc2cc3c(cc2c(=O)n1CCCC(=O)NCc1ccc2c(c1)OCO2)OCO3 | -4% | 2% | 4% | -18% | -6% | -16% | -27% | -15% |
| COc1ccccc1NCC(=O)N/N=C/c1cccnc1 | -11% | ? | 6% | -9% | 11% | -4% | -7% | 1% |
| CC1Oc2ccccc2N(CC(=O)N2CCCc3ccccc32)C1=O (stereo not given) | -15% | 1% | 1% | -3% | 2% | 0%[10 µM] | 18% | -5% |
| C=C(NC(=O)C(=C)NC(=O)c1csc(C2=NC3c4csc(n4)C4NC(=O)c5csc(n5)C(C(C)(O)C(C)O)NC(=O)C5CSC(=N5)C(=CC)NC(=O)C(C(C)O)NC(=O)c5csc(n5)C3(CC2)NC(=O)C(C)NC(=O)C(=C)NC(=O)C(C)NC(=O)C(C(C)CC)NC2C=Cc3c(C(C)O)cc(nc3C2O)C(=O)OC4C)n1)C(N)=O (stereo not given) | -35%[inhibitor] | ? | -27% | -14% | -12% | . | . | ? |
| CC(C)(C)NC(=O)c1cc(F)c(F)cc1Cl | -9% | 11% | 6% | -4% | 5% | 0% | 20% | -7% |
| COc1ccc(NC(=O)COC(=O)/C=C/c2ccc(OC)c(S(=O)(=O)N3CCOCC3)c2)cc1 | 9% | 11% | -2% | -4% | 5% | -1%[10 µM] | 29% | 4% |
| C/C(=N\Nc1cccc(C(F)(F)F)c1)c1ccc(O)cc1 | -5% | 20µM* | -8% | ? | 8% | -37%[inhibitor] | 0% | ? |
| C/C=C/C(=O)OCC(=O)Nc1cc(-c2cc(C)c(C)cc2C)nn1-c1ccccc1 | 8% | -8% | 4% | -23% | 0% | 3%[10 µM] | 15% | -18% |
| CCN(CC)CCn1c2ccccc2c2cnc(N=CN(C)C)c(C#N)c21 | -56%[inhibitor] | ? | ? | 0% | -3% | -87%[inhibitor] | 2% | 1% |
| Cc1nn(-c2ncc(C(F)(F)F)cc2Cl)c(=O)n1-c1c(F)cccc1F | -10% | -1% | -2% | 0% | -3% | -29% | -18% | -5% |
| COc1cccc(CN2C(=O)c3ccccc3Sc3ccc(C(=O)N(C)Cc4ccccc4)cc32)c1 | -11% | . | . | -19% | -1% | . | . | -11% |
| COc1ccc(-c2csc(NC(=O)c3ccc(S(=O)(=O)N4CCc5ccccc5C4)cc3)n2)c(OC)c1 | -56%[inhibitor] | -14% | 1% | -20% | ? | 21%[10 µM] | -16% | -8% |
| CCOC(=O)N1CCN(C(=S)Nc2cc(S(=O)(=O)N3CCOCC3)ccc2Cl)CC1 | -38%[inhibitor] | -7% | 3% | -1% | -4% | -25% | 5% | -4% |
